# D2 antagonist = antagonizes the human D2 dopamine receptor; HEK293 TREx D2 cells, calcium flux, dopamine EC80; inhibition, % at 10 µM; AID 485344; P14416; actives 2% (n = 340,000); in the data active means inhibition above about 30%; further: 0% is about no effect
# Target sequence (P14416 whole entry, looked up): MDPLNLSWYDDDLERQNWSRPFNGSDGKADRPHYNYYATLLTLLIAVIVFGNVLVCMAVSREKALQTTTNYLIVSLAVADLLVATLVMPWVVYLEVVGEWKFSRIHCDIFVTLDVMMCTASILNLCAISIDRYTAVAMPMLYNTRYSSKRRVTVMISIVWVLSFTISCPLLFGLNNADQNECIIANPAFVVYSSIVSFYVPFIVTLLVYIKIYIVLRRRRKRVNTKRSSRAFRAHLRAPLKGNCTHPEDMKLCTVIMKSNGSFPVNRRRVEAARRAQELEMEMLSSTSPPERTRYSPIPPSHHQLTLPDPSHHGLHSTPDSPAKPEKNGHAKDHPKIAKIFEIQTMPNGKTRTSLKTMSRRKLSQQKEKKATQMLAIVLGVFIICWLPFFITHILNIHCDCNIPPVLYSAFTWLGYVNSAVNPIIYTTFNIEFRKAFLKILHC
#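 Antagonism is scored as inhibition of an EC80 dopamine-evoked calcium signal in a force-coupled, tetracycline-inducible HEK293 T-REx D2 line, with compound present 180 s before agonist.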
# D2 agonist = activates the human D2 dopamine receptor | actives 0.53% (n = 340,000) | P14416 | activation, % at 2 µM | AID 485358 | HEK293 T-REx D2 cells, calcium flux agonist mode;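 active means activation over 3 SD above normal in the single-dose calcium agonist read, cut at about 30% in these data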; further: 0% is about no effect
#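 HEK293 Trex D2 cells, tetracycline-induced, o/n 30 C 5% CO2; no-wash Ca dye, RT 30–90 min; 10-cycle baseline, 23 nl cpd added, kinetic Ca read 180 s; agonist hits = positive Ca response.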
# mIDH1 inhibitor = human IDH1 R132H inhibition. O75874. IDH1-R132H enzyme, NADPH consumption, diaphorase/resazurin fluorescence. Potency, µM (titrated, usually from 76.6 µM), without a hit: at the top dose activity change, negative = inhibition, hits mostly inhibitors. actives 0.093% (n = 390,000); further: potency means the concentration at half of the fitted maximal effect; on the % scale 0 is the no-effect control and ±100 the full control effect; nearly all actives have a fitted effect of over 65% in size
# Target sequence (O75874 whole entry R132H, stated change not applied): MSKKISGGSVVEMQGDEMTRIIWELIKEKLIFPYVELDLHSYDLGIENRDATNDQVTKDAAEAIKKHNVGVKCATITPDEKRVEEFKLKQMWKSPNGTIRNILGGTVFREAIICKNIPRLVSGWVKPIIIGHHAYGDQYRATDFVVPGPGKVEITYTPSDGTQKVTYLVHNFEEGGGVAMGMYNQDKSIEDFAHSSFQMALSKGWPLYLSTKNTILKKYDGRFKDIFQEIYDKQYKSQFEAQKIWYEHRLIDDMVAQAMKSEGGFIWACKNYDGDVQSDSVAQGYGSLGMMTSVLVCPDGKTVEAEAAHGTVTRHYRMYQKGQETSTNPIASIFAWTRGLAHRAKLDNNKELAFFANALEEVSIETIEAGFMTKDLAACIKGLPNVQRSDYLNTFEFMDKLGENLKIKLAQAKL
#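 IDH1-R132H (0.5 ug/mL) preincubated 30 min with compound, then NADPH (0.016 mM) and alpha-KG (2 mM) added; 80 min at RT, pH 7.5. Remaining NADPH coupled via diaphorase/resazurin to fluorescence (540/590 nm); concentration-response curves normalized to no-enzyme control.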
# rTrxR1 inhibitor = inhibitors of rat thioredoxin reductase 1; O89049; recombinant rTrxR1, NADPH fluorescence consumption, selenite substrate; Potency, µM (highest dose often 114 µM), for the others: at the top dose activity change, negative = inhibition, actives largely listed as inhibitors; actives 1% (n = 390,000); AID 588453; further: potency means the concentration at half of the fitted maximal effect; on the % scale 0 is the no-effect control and ±100 the full control effect; nearly all actives have a fitted effect of over 65% in size
#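 Rat TrxR1 (90 nM in the dispensed reagent) was pre-reduced with 400 uM NADPH for 5 min at room temperature, then incubated with compound for 15 min. After 400 uM selenite was added, NADPH fluorescence (Ex 340/Em 450 nm) was followed for 8 min.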
# USP1 inh = blocks the human USP1/UAF1 deubiquitinase complex; recombinant USP1/UAF1, Ub-Rhodamine cleavage fluorescence; Potency, µM (series often up to 57.1 µM), for inactives: top-dose activity change, negative = inhibition, usual class: inhibitors; actives 0.23% (n = 390,000); AID 743255; further: potency means the concentration at half of the fitted maximal effect; on the % scale 0 is the no-effect control and ±100 the full control effect; nearly all actives have a fitted effect of over 60% in size; inactives centre near -12
#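 1 nM enzyme complex + cpd, 15 min RT; start with Ub-Rho 150nM final; kinetic fluorescence ex 480/em 540, 6 reads q60 s. Buffer 50mM HEPES pH 7.8, 0.5mM EDTA, 0.1 mg/ml BSA, 1mM TCEP, 0.01% Tween-20.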
# TRHR enhancer = allosterically enhances the human TRH receptor. P34981. enhancement, % at 2 µM. TRHR cells, fluo-8 calcium fluorescence, EC20 TRH enhancement. actives 0.66% (n = 360,000). AID 493056; in the data active means enhancement above about 30%; further: 0% is about no effect
#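 Enhancer read-out: after compound pinning and an initial kinetic agonist-mode read, an EC20 of TRH (10 nM final) was injected and fluo-8 calcium signal (Ex 480/Em 530) followed at 1 s/cycle for 100 cycles in TRHR-expressing cells.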
# TrxR1 substrate = is turned over as a substrate by rat TrxR1 | O89049 | purified TrxR1 substrate turnover, NADPH consumption readout | Potency, µM (titrated, usually from 114 µM), for inactives: at the highest dose activity change, negative = substrate turnover | actives 0.01% (n = 390,000) | AID 588456; further: potency means the concentration at half of the fitted maximal effect; on the % scale 0 is the no-effect control and ±100 the full control effect; nearly all actives have a fitted effect of over 50% in size
#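 Rat TrxR1, dispensed at 90 nM, was prereduced with 400 uM NADPH (final) for 5 min at ~22 deg C, then incubated with compound 15 min before 400 uM selenite. A first-read NADPH fluorescence drop versus no-compound background flagged substrates.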
# TRHR ag = agonists of human TRH receptor; activation, % at 2 µM; actives 0.18% (n = 360,000); AID 493084; TRHR cells, calcium flux fluo-8, FDSS agonist mode; in the data active means activation above about 30%; further: 0% is about no effect
#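 Fluo-8-loaded TRHR cells; 10 s baseline, compound added, kinetic Ca2+ fluorescence read 1/s, agonist mode.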
# PI4K2A inh = inhibitors of human PI4K2A; activity change, negative = inhibition, % at 76.9 µM; purified PI4K2A, ADP-Glo luminescence, 1 h; active compounds read low; actives 0.13% (n = 420,000); in the data active means activity change below about -50%; inconclusive means mostly about -30% to -49%;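 further: -100% = wells without enzyme as full effect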
#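 PI4K2A activity was measured by ADP-Glo luminescence: enzyme (4 ug/mL stock) and phosphatidylinositol (1.2 mM stock) in Tris pH 7.5/MgCl2/EGTA/Triton X-100 buffer were reacted with ATP (300 microM stock) for one hour at ambient temperature.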
# * = called active by the depositor; ? = inconclusive; / = not tested or not shown; & = joins results of further samples; [ ] = dose if it differs, or a comment. Unless noted, the call rests on the fitted dose curve; in most records, active means well fitted inhibition curve with a large enough effect; inconclusive means small, poorly fitted or top-dose-only effect; inactive means no such curve, though single readings can be large or run the other way.
Molecule,D2 antagonist,D2 agonist,mIDH1 inhibitor,rTrxR1 inhibitor,USP1 inh,TRHR enhancer,TrxR1 substrate,TRHR ag,PI4K2A inh
CCc1ccccc1NC(=S)N(Cc1ccc(OC)cc1)CC1CCC(C(=O)O)CC1 (stereo unspecified),-20,1.2,3%,1%,-7%,-1,-5%,-0.3,-5
COc1cccc(-c2ccc3c(N)c(C(=O)Nc4cc(F)ccc4F)sc3n2)c1,/,0.5,-4%,6%[57.1 µM],-16%,-15,1%[57.1 µM],1.1,-2
COc1ccc(CN(C(=O)c2cnccn2)C(C(=O)Nc2ccc(F)cc2)c2ccccc2)cc1 (stereo unspecified),-7,1.1,0%,13%,-22%,1,-2%,1.3,1
O=C(c1ccc(-c2cc(Cl)ccc2Cl)o1)N1CCOCC1,/,/,1%,1%,1%,-3,-1%,-0.5,2
CCCc1nnc(NC(=O)CCC(=O)N2CCN(C3CCCC3)CC2)s1,-19,-0.2,1%,34%,-13%,4,9%,-0.9,-4
CCOc1ccccc1NC(=O)CSc1nc(N)c(C#N)cc1C#N,-3,-0.5,-1%,8%,2%,-3,14%[57.1 µM],0.3,-3
CC1(C)[C@@H](O)CC[C@]2(C)[C@H]3C(=O)C=C4[C@@H]5C[C@@](C)(C(=O)O)CC[C@]5(C)CC[C@@]4(C)[C@]3(C)CC[C@@H]12,8,1.0,-6%,-7%,-27%,-4,8%,-0.6,-4
Cc1cccc(NC(=O)C(=O)NCCc2sc(-c3ccccc3)nc2C)c1C,/,1.1,-4%,18%[57.1 µM],-27%,-1,5%[57.1 µM],0.0,-2
Cc1ccc(NC(=O)CN(C)S(=O)(=O)c2cccc3cccnc23)c(C)c1,25,20,4%&-10%,16%&7%,-6%&-5%,-4&-6,-2%&0%,-0.8&0.5,-10&-1
COc1ccc([N+](=O)[O-])cc1NC(=O)C(C)OC(=O)Cn1[nH]c(=O)c2ccccc2c1=O (stereo unspecified),36*,-0.2,0%,-8%,-13%,17,-8%,-0.2,0
CCC(C(=O)N1CCOCC1)n1c(C(=O)OC)cc2occc21 (stereo unspecified),6,1.1,-6%,-22%[57.1 µM],-13%,-1,2%[57.1 µM],1.0,7
CN(Cc1ccccc1N1CCCC1)C(=O)c1cc2cc(Cl)ccc2o1,/,/,-15%,7%,-24%,-5,-3%,-0.6,2
CCN1C(=O)/C(=C\c2ccc(-c3ccc([N+](=O)[O-])cc3OC)o2)SC1=Nc1cccc(C(=O)O)c1,-13,3.2,?,2%,?,1,-6%,0.8,-20
O=C1CCC(=O)N1c1ccc(-c2nc3ccccc3s2)cc1,-19,-0.8,0%,4%,-6%,-2,-6%,0.4,-13
O=c1n(Cc2ccccc2Cl)c2sc3c(c2c2ncnn12)CCCC3,21,7.9,4%,14%,4%,4,8%[57.1 µM],0.0,13
CCCC(C)NC(=O)CN(Cc1ccco1)S(=O)(=O)c1ccccc1 (stereo unspecified),10,-1.5,0%,14%,-9%,0,-3%,0.0,1
O=C(Nc1cc(Sc2nc3ccccc3s2)cc([N+](=O)[O-])c1)c1ccccc1F,2,0.6,-6%,7%,-22%,-1,-2%,0.1,1
CCOc1ccc(-n2cc(-c3ccccc3)c3c(NCc4ccccc4)ncnc32)cc1,/,0.3,-14%,21%[57.1 µM],-26%,21,4%[57.1 µM],0.3,-7
Cc1nc2ccn(Cc3ccccc3)c(=O)c2cc1C(=O)N1CCN(c2ccccc2)CC1,1,-1.3,-4%,6%,-5%,5,-2%,-0.8,3
CCn1ncc(CNC(=O)CCSc2nc(-c3ccco3)cc(C(F)(F)F)n2)c1C,-14,-1.0,2%,-19%,-13%,-3,-19%,-0.2,-2
COc1ccc(C(=O)Oc2cc(C(=S)N3CCOCC3)ccc2OC)cc1,2,-3.4,6%,19%,-11%,-4,2%,-1.7,-6
COc1ccc(-n2cnc3cc(N)ccc32)cc1,18,0.0,3%,5%,-3%,1,11%[57.1 µM],0.0,1
O=S(=O)(NCC1CCCO1)c1cccc2nsnc12 (stereo unspecified),-8,0.8,9%,-12%,-23%,-2,-9%,0.7,0
COc1cc(C(CCN2CCCC(C)C2)c2c(OC)cc(OC)c3c2OC(=O)CC3c2ccc(N(C)C)cc2)cc(OC)c1OC (stereo unspecified),-43,-0.1,2%,-7%&-3%,1%,16,-5%&-5%,-0.2,-4
O=[N+]([O-])c1ccc(N2CCN(CC3CCCCC3)CC2)cc1,-21,0.7,15%,7%,0%,2,-5%,-0.4,0
O=C(COC(=O)COc1ccc(Cl)cc1)Nc1ccc(N2CCOCC2)cc1,-3,0.8,-7%,13%,-15%,-1,-5%,-3.0,-19
COc1cc2c(cc1OC)[C@@H]1Cc3ccc(OC)c(OC)c3CN1CC2,57*,4.0,2%,6%[57.1 µM],-15%,-3,6%[57.1 µM],1.0,9
CCN1C(=O)C(CC(=O)Nc2ccc(OC)cc2)N(CCCN2CCN(c3ccc(F)cc3)CC2)C1=S (stereo unspecified),57*,-0.5,6%,17%[57.1 µM],-9%,0,-15%[57.1 µM],1.5,3
CC1(C)Cc2cccc(OCC(=O)NC3CC3)c2O1,-9,0.3,0%,1%,-6%,4,0%,0.7,-3
CCc1nc2c(oc3ccccc32)c(=O)[nH]1,12,0.5,2%,2%[57.1 µM],-15%,-8,6%[57.1 µM],-1.0,-6
COc1ccc(-c2cc(C(=O)N(C)Cc3cccc(OC)c3OC)c3ccccc3n2)cc1OC,-5,-1.1,2%,64%,-17%,5,58%,-0.3,-1
CC(C)CNC(=O)COC(=O)c1c2c(nc3ccccc13)/C(=C\c1cccs1)CC2,/,/,2%,-42%,-29%,/,-10%,/,-10
CCOC(=O)C1(Cc2cccc(F)c2)CCN(C(=O)c2cnccn2)CC1,-1,-0.5,0%,12%[57.1 µM],-23%,-2,6%[57.1 µM],-0.3,-6
CCCCCCC1(C)NC(=S)N(c2ccccc2)N1 (stereo unspecified),2,0.5,-1%,8%[57.1 µM],-18%,3,13%[57.1 µM],0.5,-7
COc1ccc(S(=O)(=O)NCCSc2nnnn2-c2ccccc2)cc1OC,/,-1.3,10%,21%,?,3,0%,-2.1,3
S=C(NCC1CCCO1)Nc1cc(Cl)c(Cl)cc1Cl (stereo unspecified),-15,-0.6,7%,-22%,-13%,1,5%,0.6,4
Cc1nc(SCc2ccc(Cl)c(Cl)c2)n[nH]1,-1,-2.2,6%,31%,-21%,-1,8%,-0.3,1
Cc1nnc(SCC(=O)Nc2nc(C(C)(C)C)cs2)s1,8,0.0,7%,26%,-13%,-4,98%[activator],0.5,0
O=C(/C(=C/c1ccncc1)n1ccnc1)c1ccc(Cl)cc1Cl,3,1.5,?,?,-6%,2,-3%,0.0,1
CCCC1(c2ccccc2)NC(=O)N(CC(=O)NCC2COc3ccccc3O2)C1=O (stereo unspecified),2,-0.1,-2%,-5%,-6%,0,-7%,-0.1,-5
COc1ccc(NC(=O)Cn2cnc3c(oc4nc5c(cc43)COC(C)(C)C5)c2=O)cc1,-16,0.4,3%,-1%[57.1 µM],2%,-2,9%[57.1 µM],0.5,0
CC1CCCN(c2c3c(nc4ccccc24)CCCC3)C1 (stereo unspecified),7,0.2,0%,1%,-23%,2,-5%,-0.1,-3
N#Cc1nc(-c2ccco2)oc1N1CCC(C(N)=O)CC1,-5,0.3,3%,?,-11%,-5,230%[activator],0.3,2
COc1ccc2c(c1)c(=O)oc1c(C)c(OCC(=O)N3CCc4ccccc4C3)ccc12,14,-1.5,15%,3%,-21%,-4,33%[activator],0.0,-1
CCN(C(=O)c1c(C)noc1C)c1c(N)n(Cc2ccccc2)c(=O)[nH]c1=O,16,0.0,11%,6%,-16%,0,5%,0.3,-5
COc1ccc(Cl)cc1NC(=O)c1oc2ccc(S(=O)(=O)N3CCCCC3)cc2c1C,/,-0.2,11%,28%[57.1 µM],9%,6,6%[57.1 µM],0.0,1
O=C(NCCc1ccccc1)c1ccc(NCC2CCCO2)c([N+](=O)[O-])c1 (stereo unspecified),21,0.5,2%,15%[57.1 µM],-17%,0,-14%[57.1 µM],0.4,0
CCc1nn2c(=O)cc(COC(=O)c3cccc(NC(=O)c4cccs4)c3)nc2s1,/,0.6,-4%,12%[57.1 µM],-21%,0,2%[57.1 µM],-0.5,-5

# 3 entries drawn at random from those above:
Molecule,D2 antagonist,D2 agonist,mIDH1 inhibitor,rTrxR1 inhibitor,USP1 inh,TRHR enhancer,TrxR1 substrate,TRHR ag,PI4K2A inh
O=C(NCCc1ccccc1)c1ccc(NCC2CCCO2)c([N+](=O)[O-])c1 (stereo unspecified),21,0.5,2%,15%[57.1 µM],-17%,0,-14%[57.1 µM],0.4,0
COc1ccc(NC(=O)Cn2cnc3c(oc4nc5c(cc43)COC(C)(C)C5)c2=O)cc1,-16,0.4,3%,-1%[57.1 µM],2%,-2,9%[57.1 µM],0.5,0
COc1ccc2c(c1)c(=O)oc1c(C)c(OCC(=O)N3CCc4ccccc4C3)ccc12,14,-1.5,15%,3%,-21%,-4,33%[activator],0.0,-1

# Carrying on:
Molecule,D2 antagonist,D2 agonist,mIDH1 inhibitor,rTrxR1 inhibitor,USP1 inh,TRHR enhancer,TrxR1 substrate,TRHR ag,PI4K2A inh
CC(C)C(=O)Nc1cc(-c2nc3ncccc3o2)ccc1Cl,-3,-0.3,1%,7%[57.1 µM],-17%,14,6%[57.1 µM],0.3,-2
CN(CCCC(=O)Nc1ccccc1)S(=O)(=O)c1ccc(Cl)cc1,1,-1.6,7%,-5%,-2%,0,-10%,-1.9,1
CCc1cccc2c(/C=N/NC(=O)c3cccc(S(=O)(=O)Nc4ccccc4Cl)c3)c[nH]c12,4,0.1,-2%,-18%,-27%,0,-4%,0.2,1
CC1CCN(Cc2nnnn2CCCC(=O)NCCc2cnn(C)c2)CC1,7,-0.5,0%,31%,-23%,-3,7%,-0.1,0
